OX1R antag-1: blocks the human orexin 1 receptor; O43613; CHO/OX1R cells, Fluo-8 calcium fluorescence, orexin A; inhibition, % at 5 µM; hit rate 0.43% among 330,000; AID 434989;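 active = inhibition above its plate's threshold, mean inhibition of all tested compounds on the plate plus 3 SD, cut at about 37% in these data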;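 also: 0% = orexin A challenge wells and 100% = SB-334867-A antagonist wells; not every result past the cut was called active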
Target sequence (O43613 whole entry, looked up): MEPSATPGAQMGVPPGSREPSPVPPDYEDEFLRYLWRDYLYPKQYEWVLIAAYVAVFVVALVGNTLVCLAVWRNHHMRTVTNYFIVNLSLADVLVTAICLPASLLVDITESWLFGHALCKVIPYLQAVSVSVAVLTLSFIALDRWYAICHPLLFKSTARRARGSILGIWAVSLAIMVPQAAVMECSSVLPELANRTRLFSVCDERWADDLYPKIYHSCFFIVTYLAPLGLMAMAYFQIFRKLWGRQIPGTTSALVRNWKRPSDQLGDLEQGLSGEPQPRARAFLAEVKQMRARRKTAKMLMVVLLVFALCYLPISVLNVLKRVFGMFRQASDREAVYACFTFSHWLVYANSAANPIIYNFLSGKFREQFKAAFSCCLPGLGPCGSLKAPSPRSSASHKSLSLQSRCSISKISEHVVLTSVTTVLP
OX1R antag-2: OX1R (human) antagonism | O43613 | OX1R-expressing cells, FRET antagonist read-out | inhibition, % at 6.6 µM | hit rate 1.8% among 330,000 | AID 485270; in the data active = inhibition mostly above about 38%, no sharp cut-off; inactive = mostly below about 40%;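 also: 0% = agonist challenge alone and 100% = reference antagonist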
* marks the source's active call; other numbers are inactive results; & = joins results of further samples.

OX1R antag-1	OX1R antag-2	Compound
-18.7	41.5	Cc1cccc(OCCn2c(NC(=O)c3ccco3)nc3ccccc32)c1
-0.1	4.9	CCOC(=O)C(NC(=O)NC1CCCCC1)(c1ccccc1)C(F)(F)F (centres undefined)
-8.6	22.0	CCCCCC(=O)Nc1cccc(C2=NOC3(C2)C[C@H](C(N)=O)N(C(=O)CCCCC)C3)c1 (some centres undefined)
-8.5	6.5	CC1CCN(C(=O)c2cc(F)c(F)cc2Cl)CC1
-1.3	11.9	Cc1cc(Nc2cccc(F)c2)nc(N2CCOCC2)n1
-7.2	3.7	Cn1c(=O)oc2cc(S(=O)(=O)NCc3ccncc3)ccc21
-22.1	12.5	Cc1ccc(N2NC(=O)/C(=C\c3cc4c(cc3[N+](=O)[O-])OCO4)C2=O)cc1C
-12.0	8.8	COc1cc(C(=O)NCCC(=O)NCc2ccc3c(c2)OCO3)cc(OC)c1OC
-19.4	12.6	COc1ccc(CCNc2oc(-c3ccc(C)cc3)nc2C#N)cc1OC
0.5	2.4	CC1CCC(NC(=O)CN(C)S(=O)(=O)c2cnc[nH]2)CC1 (centres undefined)
-9.9	14.3	O=C1NCC(O)=C1C=NCCO
-12.2	15.2	COc1ccc(S(=O)(=O)c2cnc3ccc(OC)cc3c2N2CCC3(CC2)OCCO3)cc1
-9.1	1.2	COc1ccc(N(Cc2ccccc2)S(=O)(=O)c2cccc(C(=O)Nc3ncccc3C)c2)cc1
2.7	2.7	O=C(COC(=O)C12CC3CC(CC(O)(C3)C1)C2)N1CCN(S(=O)(=O)c2ccc(Cl)cc2)CC1
-35.5	33.6	COCCCNC(=S)N1CCCN(c2nc3cc(C)ccc3cc2C#N)CC1

Next part
OX1R antag-1	OX1R antag-2	Compound
-39.8	17.5	CC1CC(C)CN(S(=O)(=O)c2ccc(NC(=O)C3COc4ccccc4O3)cc2)C1 (centres undefined)
-11.5	31.5	CC(/C=N/NC(=O)c1cc(-c2ccc(C)s2)[nH]n1)=C\c1ccccc1
-25.5	15.8	COc1cc(/C=C2\C(=O)NN(c3ccccc3)C2=O)cc([N+](=O)[O-])c1O
-20.6	22.7	COC(=O)c1c(NC(=O)CC2SC(N)=NC2=O)sc2c1CCCC2 (centres undefined)
-39.3	11.8	O=C(NCc1ccccc1C(F)(F)F)C1CC(c2ccccc2[N+](=O)[O-])=NO1 (centres undefined)
-7.2	46.0	CCS(=O)(=O)c1ccc(O)c(NC(=O)COc2ccc(Br)cc2)c1
-15.6	23.3	CC(NC(=O)c1ccccc1)c1nnc(SCc2nc3ccccc3c(=O)[nH]2)n1C (centres undefined)
1.3	12.4	Cc1cccc2sc(NC(=O)c3ccc(NS(=O)(=O)c4cccs4)cc3)nc12
2.9	15.1	CCCCc1nnc(NC(=O)C(C)Sc2nc(C)cc(=O)[nH]2)s1 (centres undefined)
-6.6	6.7	NC(=O)CSc1nnc(NC(=O)c2ccc3ccccc3c2)s1
-35.7	11.0	CC(C)Cc1nc2oc3c(NCc4cccnc4)ncnc3c2c2c1CCC2
-18.3	6.5	Cn1cc(CN2CCc3sccc3C2)c(-c2ccccc2F)n1
7.2	2.4	CC1CCCN(CCCNC(=O)CN2C(=O)COc3ccccc32)C1 (centres undefined)
0.2	57.4	N#Cc1ccsc1NC(=O)COC(=O)c1ccc2ccccc2c1
-10.0	11.5	COc1ccc(OC)c(S(=O)(=O)N2CCC(C(=O)N(C)Cc3ccccc3)CC2)c1

Reprinted from the part before: 5 entries, then new ones.
OX1R antag-1	OX1R antag-2	Compound
-35.7	11.0	CC(C)Cc1nc2oc3c(NCc4cccnc4)ncnc3c2c2c1CCC2
-18.3	6.5	Cn1cc(CN2CCc3sccc3C2)c(-c2ccccc2F)n1
7.2	2.4	CC1CCCN(CCCNC(=O)CN2C(=O)COc3ccccc32)C1 (centres undefined)
0.2	57.4	N#Cc1ccsc1NC(=O)COC(=O)c1ccc2ccccc2c1
-10.0	11.5	COc1ccc(OC)c(S(=O)(=O)N2CCC(C(=O)N(C)Cc3ccccc3)CC2)c1
-10.1	6.4	Cc1ccc([N+](=O)[O-])cc1-c1[nH]c(-c2ccc(O)c(O)c2)nc1-c1ccccc1
-4.3	34.0	Cc1cc(C)cc(NC(=O)c2ccc(NC(=O)c3ccco3)cc2)c1
4.0	17.1	CC(C)CNS(=O)(=O)c1ccc(C(=O)Nc2ccc3c(c2)OCO3)cc1
-3.0&-19.4	12.4&11.8	CC(C)(C)NC[C@H](O)COc1nsnc1N1CCOCC1
2.4	5.8	O=c1[nH]cnc2c1nc(NCc1ccccc1)n2C1O[C@@H](CO)[C@H](O)[C@@H]1O (some centres undefined)
0.9	22.8	O=C(c1ccccc1F)N1CCN(c2ncccn2)CC1
-20.1	10.9	O=C(CN1CCOCC1)n1c2c(c3ccccc31)CCCC2
-3.4	2.6	COc1ccc(NC(=O)CC2CC3CCC2C3)cn1 (centres undefined)
-22.1	12.1	O=C(CNC(=O)c1ccc(F)cc1)NCc1ccc(Cl)cc1
-29.8	27.1	CC12CCC(C/C1=N\N=C1\NC(=O)/C(=C\c3cccc(Br)c3)S1)C2(C)C (centres undefined)
11.2	29.5	O=C(Cn1c(=O)c2cccn2c2ccccc21)NCCc1ccc(Cl)cc1
9.4	10.5	Cc1ccccc1S(=O)(=O)c1cc(C#N)c(=O)[nH]c1N
-26.7	21.4	CCOc1ccc(C(C)=O)cc1CN1C(=O)NC2(CCCCCCC2)C1=O
-5.0	16.3	COc1cccc(-n2c(C)nnc2SCC#N)c1
-16.7	3.3	Cc1ccc(OCC(=O)N2CCN(c3nnc(-c4ccccc4)c4ccccc34)CC2)cc1

Further entries follow:
OX1R antag-1	OX1R antag-2	Compound
2.6	0.4	O=C(CSc1nnc(NC(=O)Cc2ccccc2)s1)NCC1CCCO1 (centres undefined)
-25.1	10.9	COc1cccc(CNc2ccc3c(c2)ncn3C(C)C)c1OC
-37.1	22.6	Cc1cc(NC(=O)CCC(=O)N(Cc2ccco2)C2(C(=O)NC3CCCC3)CCC(C)CC2)no1 (centres undefined)
0.5	2.0	CN(CC(=O)Nc1c(Cl)cccc1Cl)C(=O)C1CCN(C(=O)Nc2ccccc2)CC1
-11.1	6.7	O=C(Nc1ccc(Oc2cccnc2)cc1)C1CCN(Cc2ccccc2)CC1
-33.5	-1.5	CCCCN(Cc1ccccc1)C(=O)C1CCC(=O)N(CCc2ccccn2)C1 (centres undefined)
-23.3	20.4	O=C(CN1CCC(NC(=O)c2ccco2)CC1)Nc1cccc2ccccc12
-6.9	8.6	Cc1ccc(C)c(-n2cc(CN3CCNC(=O)CC3)c(-c3ccccc3)n2)c1
-0.8	9.6	CCN1C(=O)[C@H]2[C@@H](c3ccc(OC)cc3)N3C(=O)CN(CCOC)C(=O)[C@@]3(Cc3ccccc3)[C@H]2C1=O
-25.6	18.9	Cc1csc(NC(=O)c2nc(-c3ccccc3)n(-c3ccccc3)n2)n1
-6.7	27.0	N#Cc1nc(Cc2cccc3ccccc23)oc1N1CCCCC1
-18.6	12.1	COc1cccc(NC(=S)N2CCN(c3ccccn3)CC2)c1
-19.1	9.6	Fc1ccc(N/N=C/c2ccc(N3CCOCC3)cc2)c(F)c1
-9.5	22.9	O=C(CSc1ncnc2c1cnn2-c1ccccc1)Nc1ccc2c(c1)OCO2
-7.2	46.2	COc1ccc(C2=NCCn3cccc32)c(OC)c1

(list continues)
OX1R antag-1	OX1R antag-2	Compound
-5.9	24.3	Nc1nonc1-n1nnc(C(=O)N/N=C/c2ccc(Cl)cc2Cl)c1CN1CCOCC1
-36.5	5.2	CCOCCCN(C(=O)c1snc(C(N)=O)c1N)C(C(=O)NCCC(C)C)c1ccc(F)cc1 (centres undefined)
-18.0	14.6	Cc1c(C)c2ccc(OCC(=O)NCCN3CCOCC3)c(C)c2oc1=O
-2.0	36.3	C/C(=N\Nc1ccc(C(F)(F)F)cn1)c1ccncc1
-6.0	16.8	COc1ccc(OCC(=O)c2c(O)c3ccccc3oc2=O)cc1
-6.1	29.6	CC(NC(=O)c1ccc(Cn2cc([N+](=O)[O-])cn2)cc1)c1ccccc1 (centres undefined)
-16.2	16.2	Cc1scc(C(=O)N/N=C/c2ccc(OC(C)C)cc2)c1C
-22.4	30.2	COc1cccc(C(=O)Nc2ccc3c(c2)CCCN3C(=O)c2cccs2)c1OC
2.0	5.4	CCCCOC(=O)c1ccc(NC(=S)N2CCN(c3ncc4c(=O)c(C(=O)O)cn(CC)c4n3)CC2)cc1
-10.0	8.4	O=C(CN(C(=O)CCC(=O)Nc1ccccn1)c1ccc2c(c1)OCCO2)NCCc1ccccc1
-33.7	8.4	COc1cc(OC)c2c(-c3cccc(-c4ccc(OC)c(F)c4)c3)cc(=O)oc2c1
-28.7	5.0	C/C(=N\Nc1cc(C)nc(NCc2ccccc2)n1)c1cccc([N+](=O)[O-])c1
-35.5	8.8	OCCC1CN(Cc2cccn2-c2ncccn2)CCN1CCc1ccccc1 (centres undefined)
-9.3	14.9	N#CCC(=O)Nc1ccc(C(=O)OCC(=O)NC(=O)Cc2ccccc2)cc1
-15.8	1.2	C/C(=N\NC(N)=O)c1cccc(Cl)c1

Further structures:
OX1R antag-1	OX1R antag-2	Compound
-20.0	23.4	Cc1ccc(CNS(=O)(=O)c2ccc3c(c2)CCN3C(=O)C2CCC2)cc1
11.3	7.9	COc1cc(S(=O)(=O)NCc2ccncc2)ccc1Br
-15.2	6.2	Cc1c(NC(=O)c2ccc(N(Cc3ccccc3)S(C)(=O)=O)cc2)c(=O)n(-c2ccccc2)n1C
-60.3	5.4	CC(C)(C)c1ccc(-c2nc(NCc3cccnc3)c3ccccc3n2)cc1
7.0	20.9	CCCC1/C(=N/O)CC(c2ccccc2)NC1c1ccccc1 (centres undefined)
-35.1	5.2	O=S(=O)(c1cccc(-c2n[nH]c(=S)n2-c2cccc(C(F)(F)F)c2)c1)N1CCOCC1
-22.6	17.2	Cc1ccccc1C(=O)NCCN=C1NS(=O)(=O)c2ccccc21
-14.3	8.4	CCOc1ccc(S(=O)(=O)N2CCN(C(=S)NCC3CCCO3)CC2)cc1 (centres undefined)
4.1	13.9	Cc1ccc(NC2=NCCCCC2)cc1
-20.9	15.2	CCN(CC)CCn1c(=O)n(-c2ccc(Cl)cc2)c(=O)c2c3c(sc21)CN(C)CC3
-6.2	20.7	COc1ccc(NC(=S)NNC(=O)C2CC2c2ccc(C)cc2)cc1 (centres undefined)
-17.0	21.3	COc1ccc(/C(O)=C2/C(=O)C(=O)N(CC3CCCO3)C2c2cccc(O)c2)cc1 (centres undefined)
-17.4	1.4	CCOC(=O)/C(=N/O)C1=NC(C)(C)Cc2cc(C)c(C)cc21
-23.7	10.7	Cc1onc(-c2ccccc2)c1C(=O)Nc1nc(-c2ccccc2)cs1
14.2	12.4	CC12C=CC3(O1)C(C(=O)N1CCCOC13)C2C(=O)O (centres undefined)

3 structures out of the list, sorted by formula weight, descending:
OX1R antag-1	OX1R antag-2	Compound
-15.2	6.2	Cc1c(NC(=O)c2ccc(N(Cc3ccccc3)S(C)(=O)=O)cc2)c(=O)n(-c2ccccc2)n1C
11.3	7.9	COc1cc(S(=O)(=O)NCc2ccncc2)ccc1Br
-17.4	1.4	CCOC(=O)/C(=N/O)C1=NC(C)(C)Cc2cc(C)c(C)cc21

Remaining list, next part
OX1R antag-1	OX1R antag-2	Compound
-24.6	41.2	O=C1OCCC1Sc1nnc(-c2ccccc2Cl)n1Cc1ccccc1 (centres undefined)
-5.7	23.1	Cn1ncc(N)c1C(=O)Nc1cccc(C(F)(F)F)c1
-10.6	1.2	CC(CC(=O)O)n1nnc2ccccc21 (centres undefined)
-9.7	29.0	N#Cc1c2c(c(NCCCN3CCOCC3)n3c1nc1ccccc13)CCC2
-34.6	2.9	Cc1ccc(-c2cc(C(F)F)n3ncc(C(=O)N4CCCCC4c4cccnc4)c3n2)cc1 (centres undefined)
-33.7	37.4	C[C@@H](C(=O)NCCc1c[nH]c2ccccc12)[C@H]1C[C@]1(C)[C@H](NC(=O)OCc1ccccc1)c1ccccc1
-21.9	12.6	COc1ccc(CNCCSc2nnnn2C)c(OC)c1OC
-9.8	8.2	Cc1ccc(CNC(=O)C2CCC(=O)N(CCc3ccc(Cl)cc3)C2)cc1 (centres undefined)
-51.8	29.1	COc1ccccc1CN(C)C(=O)C(NC(=O)Cc1cccc2ccccc12)C(C)C (centres undefined)
-8.9	5.7	CN(Cc1ccco1)C(=O)Cn1nc(-c2ccc(Cl)cc2)ccc1=O
-22.9	11.8	Cc1ccc2nc(NC(=O)CSc3nc(=O)n(CCCN(C)C)c4c3CCC4)sc2c1
1.5	35.8	NCCCC[C@@H]1NC(=O)[C@H](CCC(=O)O)NC(=O)c2cc([N+](=O)[O-])cc(I)c2OCC[C@@H](C(N)=O)NC1=O
-30.5	17.4	CCc1ccc(NC(=O)CSc2nnc(Cn3c(=O)sc4ccccc43)n2C)cc1
0.9	13.6	O=C(CCCN1C(=O)CCC1=O)Nc1ccc2c(c1)OCO2
-18.2	18.4	O=C(COC(=O)c1ccc2c(c1)C(=O)N(CCc1ccccc1)C2=O)Nc1ccc(OC(F)F)cc1

Later entries.
OX1R antag-1	OX1R antag-2	Compound
-18.5	10.7	CCc1ccc(NC(=O)c2ccccc2SC)cc1
-13.0	6.1	CC(C)n1c(SCC(=O)Nc2ccc(N3CCOCC3)cc2)nnc1-c1ccco1
-37.6	31.8	COc1ccc(CCNC(=S)Nc2cccc(C)c2)cc1
-31.9	13.9	CCOC(=O)c1cnc2c(C#N)c(C)nn2c1-c1ccccc1
-9.5	31.1	CC1CN(C(=O)c2cc(S(=O)(=O)N(C)c3ccc(F)cc3)ccc2Cl)CC(C)O1 (centres undefined)
-12.8	14.8	O=C(NNC(=O)c1nc(Cl)ccc1Cl)c1ccc(F)cc1
8.6	3.7	COc1ccc(C(C)=O)cc1CS(=O)(=O)CC(=O)O
-14.0	17.9	CC(=O)C[C@H]1c2cc(C(F)(F)F)ccc2S(=O)(=O)N1c1ccccc1
-31.8	11.1	Cc1ccccc1N(CC(=O)NC1CCCCC1)C(=O)CCCC(=O)Nc1ccccn1
-20.5	18.4	O=C(CSc1n[nH]c(-c2ccncc2)n1)Nc1ccc(Cl)c(Cl)c1
-3.2	11.4	CN(C)S(=O)(=O)c1cccc(NC(=O)CSc2nncn2C)c1
-6.4	5.5	COc1ccc(-c2nnc(SCCC(=O)O)n2-c2ccccc2)cc1OC

Screening results (PubChem)
